Screening results (PubChem BioAssay)
CHRM4 PAM: human M4 muscarinic receptor positive allosteric modulators, primary screen, CHO-K1 cells, Fluo-8 calcium fluorescence; CHO-K1 hM4/Gqi5, ACh EC20; 0% = ACh EC20, 100% = maximal ACh; activation, % at 3 µM; 360,000 tested, 0.4% active;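 active means activation above its plate's cutoff, the mean activation of sample wells plus 3 SD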; further: some results filed as inactive read as strong as hits
Target sequence (P08173 whole entry, looked up): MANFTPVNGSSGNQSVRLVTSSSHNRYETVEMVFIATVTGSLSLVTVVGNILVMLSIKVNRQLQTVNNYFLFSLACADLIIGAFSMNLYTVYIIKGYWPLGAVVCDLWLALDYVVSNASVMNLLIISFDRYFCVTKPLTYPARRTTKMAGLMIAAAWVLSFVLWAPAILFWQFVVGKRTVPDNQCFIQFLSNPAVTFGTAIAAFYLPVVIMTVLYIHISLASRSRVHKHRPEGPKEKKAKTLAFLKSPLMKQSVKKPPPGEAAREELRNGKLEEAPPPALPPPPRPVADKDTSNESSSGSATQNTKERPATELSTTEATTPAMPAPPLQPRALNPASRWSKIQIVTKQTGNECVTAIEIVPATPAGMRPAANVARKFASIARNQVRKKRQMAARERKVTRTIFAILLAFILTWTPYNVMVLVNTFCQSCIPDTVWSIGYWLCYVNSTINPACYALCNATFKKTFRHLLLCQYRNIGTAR
CHRM5 agonist: human M5 muscarinic receptor agonists, primary screen, CHO-K1 cells, Fluo-8 calcium fluorescence; activation, % at 3 µM; CHO-K1 hM5 cells; 0% DMSO wells, 100% maximal acetylcholine response; 360,000 tested, 0.19% active;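 active means activation above the run's mean over test compounds plus 3 SD, cut at about 23% in these data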;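 further: signal is peak over basal fluorescence ratio across the kinetic read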
Target sequence (P08912 whole entry, looked up): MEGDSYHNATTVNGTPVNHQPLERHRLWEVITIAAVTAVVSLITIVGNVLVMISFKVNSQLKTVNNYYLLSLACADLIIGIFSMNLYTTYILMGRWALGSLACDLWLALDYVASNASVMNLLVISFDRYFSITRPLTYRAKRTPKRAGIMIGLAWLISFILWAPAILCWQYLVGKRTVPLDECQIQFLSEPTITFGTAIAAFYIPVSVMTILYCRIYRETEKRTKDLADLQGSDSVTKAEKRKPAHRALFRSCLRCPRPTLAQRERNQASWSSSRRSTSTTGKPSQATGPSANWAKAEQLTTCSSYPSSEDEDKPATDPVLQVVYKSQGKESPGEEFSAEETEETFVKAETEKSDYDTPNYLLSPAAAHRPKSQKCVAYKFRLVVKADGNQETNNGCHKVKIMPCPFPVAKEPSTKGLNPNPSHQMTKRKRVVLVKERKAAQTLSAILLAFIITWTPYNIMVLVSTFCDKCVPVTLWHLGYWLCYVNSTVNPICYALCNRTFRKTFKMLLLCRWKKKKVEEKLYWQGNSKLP
M1 PAM parental: nonselective calcium activators in parental CHO-K1 cells, primary screen, counter-screen for M1 PAM project, cell-based, Fluo-8 calcium fluorescence, full deck, 1536-well; ATP EC20; 0% at ATP EC20, 100% at ATP max; activation, % at 3 µM; 360,000 tested, 0.02% active; AID 602247, 2012;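 active means activation above the run cutoff, the mean activation of all test compounds plus 3 SD, cut at about 40% in these data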;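 further: peak over basal fluorescence ratio in a 140 s read after ATP addition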
CHRM5 antagonist: human M5 muscarinic receptor antagonists, primary screen, CHO cells, Fluo-8 calcium fluorescence | 360,000 tested, 0.59% active | AID 624040, 2012 | Muscarinic acetylcholine receptor M5 (Homo sapiens), P08912 | CHO-hM5 cells, ACh EC80 | inhibition, % at 3 µM;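 active means inhibition above a per-plate cutoff, the mean of that plate's test compounds plus 3 SD, cut at about 27% in these data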;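 further: 0% = acetylcholine EC80 with DMSO and 100% = DMSO without agonist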
CHRM4 agonist: human M4 muscarinic receptor agonists, primary screen, CHO-K1 cells, Fluo-8 calcium fluorescence | Muscarinic acetylcholine receptor M4 (Homo sapiens), P08173 | CHO-K1 hM4/Gqi5; vehicle 0%, full acetylcholine response 100% | activation, % at 3 µM | 360,000 tested, 0.14% active;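 active means activation above the run mean over all test wells plus 3 SD, cut at about 32% in these data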;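 further: peak over basal fluorescence ratio per well then scaled between controls; 0% = DMSO wells and 100% = acetylcholine at EC100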
CHRM5 PAM: human M5 muscarinic receptor positive allosteric modulators, primary screen, CHO-K1 cells, Fluo-8 calcium fluorescence | activation, % at 3 µM | AID 624038, 2012 | Muscarinic acetylcholine receptor M5 (Homo sapiens), P08912 | CHO-K1 hM5, ACh EC20 PAM; 0% = ACh EC20, 100% = ACh EC100 | 360,000 tested, 0.3% active;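 active means activation above the run cutoff, the mean activation of all test compounds plus 3 SD, cut at about 18% in these data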
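System: CHO-K1 hM5 cells. Reagent: acetylcholine, EC20 level. Compound dosing: single dose, 3 µM nominal final test concentration. Timing: Post-acetylcholine fluorescence recording 140 s. Detection: Fluo-8 calcium fluorescence. Read-out: % activation, ACh-normalized. Benchmarks: ACh EC20 and EC100 wells. Repeats: singlicate, one well per test compound.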
CHO-K1 Ca ag: counter-screen for M1 agonists: effect in parental CHO-K1 cells. Fluo-8 calcium fluorescence; scaled to maximal ATP response, vehicle zero. activation, % at 3 µM. 360,000 tested, 0.48% active; in the data active means activation above about 15%;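 further: untransfected CHO-K1 host cells lacking M1 receptor as counterscreen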
CHO-K1 Ca antag: nonselective inhibitor or artifact in parental CHO-K1 cells; 360,000 tested, 0.6% active; inhibition, % at 3 µM; ATP-induced calcium, Fluo-8 fluorescence; AID 602250;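 active means inhibition above a per-plate cutoff, the plate's mean sample inhibition plus 3 SD, cut at about 24% in these data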;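 further: 0% = DMSO plus EC80 ATP and 100% = DMSO alone without ATP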
M4 antag: human M4 muscarinic receptor antagonists, primary screen, CHO cells, Fluo-8 calcium fluorescence; 360,000 tested, 0.73% active; Muscarinic acetylcholine receptor M4 (Homo sapiens), P08173; CHO-hM4 cells, ACh EC80; AID 624125, 2012; inhibition, % at 3 µM;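 active means inhibition above its plate's cutoff, the mean inhibition of sample wells plus 3 SD, cut at about 27% in these data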;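 further: 0% = acetylcholine EC80 with DMSO and 100% = DMSO without agonist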
An asterisk follows results filed as active.

Below each compound – CHRM4 PAM, CHRM5 agonist, M1 PAM parental, CHRM5 antagonist, CHRM4 agonist, CHRM5 PAM, CHO-K1 Ca ag, CHO-K1 Ca antag, M4 antag
CCC(C)N(C(=O)COc1ccccc1C#N)C1CCS(=O)(=O)C1 (stereo unspecified)
 : 4, 2, -1, 5, 1, 3, 0.3, 2, -4
Cc1ccc(NC(=O)COC(=O)Cc2cccs2)c(Br)c1
 : 2, -4, 13, -16, 0, -2, 0.5, -13, -2
Cc1ccccc1N=C1NN=C(c2ccccc2F)CS1
 : -1, -3, 16, 6, 2, -4, 0.9, 3, -5
O=c1[nH]c(NCc2ccco2)nnc1Cc1ccccc1Cl
 : -2, 1, 9, -1, 0, -2, 0.7, 4, 1
C=C(C)c1cccc(C(C)(C)NC(=O)NC2CCCC2)c1
 : -5, -5, 6, -5, -1, 0, 0.7, -8, 5
Cc1ccc(S(=O)(=O)c2ccc(Cl)cc2)cc1S(N)(=O)=O
 : -5, 4, 6, 2, 0, -5, 1.4, -4, 8
COc1ccc(S(=O)(=O)N2CCCCCC2)cc1C(=O)N1CCN(c2ccccc2O)CC1
 : 1, 0, 25, -3, 5, -9, 0.5, -12, -7
Cn1nnnc1SCc1ccc(C(=O)Nc2ccc(Br)cc2)cc1
 : -6, 0, -3, 1, 6, -2, 1.8, 7, 7
Cc1cc(OCCCCCNCCO)ccc1Cl
 : 4, 1, 9, -3, 14, -1, 6.0, -35, -3
Cn1cc(CN2CCC(C(O)c3cccs3)CC2)c(-c2cccc(Cl)c2)n1 (stereo unspecified)
 : 7, -5, 12, 4, 6, 3, 3.7, -9, -1
O=C(O)C1CC(=O)N(c2ccc(OCc3ccc(Br)cc3)cc2)C1 (stereo unspecified)
 : -3, 0, 8, 3, 3, 2, 0.5, -6, 1
O=C(CSC(=S)N1CCOCC1)c1ccccc1
 : 15, -1, 14, -3, 1, 3, 0.8, -9, -5
CCn1c(=O)c2cc(S(=O)(=O)NCCOc3ccccc3)ccc2n(CC)c1=O
 : -6, 0, 19, -2, 1, -1, 2.0, -9, 0
Cc1ccccc1OCC(=O)Nc1ccccc1N1CCOCC1
 : -5, -3, 24, 3, 4, -1, 1.9, -6, 2
COc1ccc(-c2cc(C(=O)Nc3cc(C)nn3-c3ccccc3)no2)cc1
 : 18*, 1, 21, -1, 0, -5, 0.3, -13, -2
COc1cc(NC(=O)c2ccc(-c3ccc(Br)cc3)o2)ccc1NC(=O)C(C)C
 : 9, -4, 6, 0, 2, -3, 0.5, -4, -13
COc1ccc(N2CCN(C(=O)Cn3ncc4c([nH]c5ccccc54)c3=O)CC2)cc1
 : -5, 1, 8, 0, 13, -9, 5.7, -6, -5
c1ccc(-c2cn3nc(-c4ccccc4)sc3n2)cc1
 : 16, 3, 7, -17, 0, 15, 0.3, -12, 8
O=C(COC(=O)c1ccc(Br)cc1)NCc1ccc(F)cc1
 : -6, -4, 4, 20, 17, -16, 6.8, -11, -4
O=C(NC1CCN(C(=O)Nc2cccc(F)c2)CC1)C1CCCCC1
 : 10, -2, 13, -3, 1, 1, 1.5, -5, -12

Single records, from the list above. Order of values: CHRM4 PAM, CHRM5 agonist, M1 PAM parental, CHRM5 antagonist, CHRM4 agonist, CHRM5 PAM, CHO-K1 Ca ag, CHO-K1 Ca antag, M4 antag
Listed for `COc1ccc(-c2cc(C(=O)Nc3cc(C)nn3-c3ccccc3)no2)cc1` = 18*, 1, 21, -1, 0, -5, 0.3, -13, -2
Listed for `c1ccc(-c2cn3nc(-c4ccccc4)sc3n2)cc1` = 16, 3, 7, -17, 0, 15, 0.3, -12, 8

Going on with the list.
Below each compound – CHRM4 PAM, CHRM5 agonist, M1 PAM parental, CHRM5 antagonist, CHRM4 agonist, CHRM5 PAM, CHO-K1 Ca ag, CHO-K1 Ca antag, M4 antag
C/C(=N\NC(=O)c1cccc([N+](=O)[O-])c1)c1ccco1
 : 5, 2, 19, -10, 1, 14, 2.5, -3, 3
CS(=O)(=O)c1ccc2c(c1)SC1=NC(=O)/C(=C/c3ccco3)C(=N)N12
 : 0, 2, -5, 4, 4, -3, 1.4, -12, 13
CC(=O)NCCc1ccc(O)cc1
 : 7, 0, -4, 0, 0, 2, 0.0, 11, -15
COc1ccc([C@H]2CC(=O)C=C(c3cccc(OC(F)(F)F)c3)C2)cc1
 : 2, 2, -6, 6, -1, -2, -0.3, -15, 10
CC(Sc1n[nH]c(N)n1)C(=O)Nc1cccc(S(=O)(=O)N2CCOCC2)c1 (stereo unspecified)
 : 8, 3, 30, -19, 2, 14, 2.1, -14, 3
Cc1cc(C(=O)NNC(=O)c2ccc(C(F)(F)F)cc2)no1
 : -27, -3, 6, 24, 7, -20, 4.1, 3, 8
CC(C)CCOCC1CC2(CC(C)(c3csc(N)n3)OC2=O)C(=O)O1 (stereo unspecified)
 : -3, -2, 17, 0, 1, 1, 2.7, -7, -10
CCCCNc1ncnc2sc3c(c12)CCN(CCC)C3
 : -2, -1, -4, -1, 3, -2, -0.4, -5, -2
O=C(COC(=O)c1ccc2c(c1)OCCO2)NCCc1ccc(F)cc1
 : 6, -9, 0, 6, 6, -5, 0.3, -18, -20
COc1cc(C(=O)NCC(c2cccs2)N2CCOCC2)c([N+](=O)[O-])cc1OC (stereo unspecified)
 : -3, 4, -20, -3, 0, 7, 0.8, 5, -4
COC(=O)c1ccc(CSc2nc3c(cnn3-c3ccc(F)cc3)c(=O)[nH]2)o1
 : 8, 0, 19, 10, 1, -3, 1.5, -9, -3
COc1cccc2c1N1C(=O)c3c(C(=O)O)cccc3C1CC2(C)C (stereo unspecified)
 : 12, 2, 8, -11, 1, 1, 0.2, -12, -8
Cn1c(=O)c(S(=O)C2CCCCC2)c(O)c2ccccc21 (stereo unspecified)
 : 1, 5, -14, -14, 1, 11, -0.2, 3, 2
COc1cccc(-c2cnc(C(O)c3cccc(F)c3)[nH]2)c1 (stereo unspecified)
 : -3, 0, 4, -3, 1, 1, 1.1, 0, -4
COc1ccc(OCCC(=O)c2ccc(OC)cc2)cc1
 : 10, -3, 3, 7, 1, 4, 1.6, -3, -6
CC1(C)NC(=O)N(CCOCCOc2ccccc2)C1=O
 : 0, 0, 1, 2, 0, -5, 0.3, 1, 5
Cc1cc(C)cc(OC(=O)CCN2C(=O)c3ccccc3C2=O)c1
 : -8, -3, 4, -1, 0, -3, -0.3, -17, -1
Cc1nc2ccc(NC(=O)c3ccc(N4C(=O)CCC4=O)cc3)cc2s1
 : -1, -1, 4, 1, 3, 0, 1.1, -9, -6
Cc1cc(C(=O)OCC(=O)Nc2ccc(F)cc2F)c(C)o1
 : 6, -10, 0, 0, 0, -6, 0.0, 7, 5
COc1ccc(NS(=O)(=O)c2cccc(NC(=O)NCCCl)c2)cc1
 : 4, -1, 9, 5, 0, 4, 1.9, -7, 2
COc1cc(C2N(c3ccc(Cl)cc3)C(=O)C3CCCN32)cc(OC)c1OC (stereo unspecified)
 : 6, -2, 11, 3, 1, -6, 0.4, 2, -12
NC(=S)n1[nH]c(-c2ccccc2)c(N=Nc2ccccc2C(=O)N2CCOCC2)c1=O
 : 2, 3, 6, 0, 5, -8, 2.1, -13, 0
CC(C)(CNC(=O)c1sc2cc(Cl)ccc2c1Cl)N1CCOCC1
 : -7, 1, 16, -9, 7, 1, 2.3, 2, -1
Cc1ccccc1NCc1ccc(O)c2ncccc12
 : -2, 1, -12, 2, 1, -6, 0.7, -8, 6
CN1CCC(=NNC(=O)c2ccc(N(Cc3ccc(Cl)cc3)S(C)(=O)=O)cc2)CC1
 : -1, 0, 9, -4, 3, 5, 0.9, 11, 16
CCN1C(=O)[C@H]2[C@@H](c3ccc(C)cc3)N[C@]3(CCCN(CC4CCCCC4)C3=O)[C@H]2C1=O
 : -2, 0, -4, 9, 1, -1, -0.4, 10, -2
CCCn1c(N)c(C(=O)CN(C)CC(=O)Nc2c(Cl)cccc2Cl)c(=O)[nH]c1=O
 : 4, 1, 9, 4, 0, 2, 0.8, -13, -2
CCOC(=O)C1(Cc2ccccc2C(F)(F)F)CCN(C(=O)c2cc(C(C)=O)n[nH]2)CC1
 : 3, -6, 20, 1, 5, 0, 2.0, -13, -2
COc1ccccc1Oc1ccc(S(=O)(=O)N2CCN(C)CC2)cc1
 : 0, 0, 9, 0, 2, 3, 1.4, -7, -9
CCCc1nnc(SCC(=O)N2CCCC(C)C2)n1CC1CCCO1 (stereo unspecified)
 : 5, -3, 15, 9, 1, -2, 0.7, -8, 2
Cc1ccc(Cn2nnc3c(=O)n(Cc4cccc(C)c4)cnc32)cc1
 : -10, 3, 18, 2, 16, -2, 4.8, -23, -5
COc1cc(C2CC(=O)OC3=C2C(=O)CC(C)(C)C3)cc(OC)c1OC (stereo unspecified)
 : -1, 0, 17, 3, 0, 5, 2.3, -11, 1
O=C(O)CC(NC(=O)C12CC3CC(CC(C3)C1)C2)c1cccc([N+](=O)[O-])c1 (stereo unspecified)
 : 1, -3, 9, 3, 0, -5, -0.2, -10, 3
Cc1ccc(NC(=O)c2ccco2)c(NC(=O)c2cccs2)c1
 : -2, -1, 14, 5, 4, 1, 1.9, -20, 6
CC(C)OC(=O)C1C2C=CC3(CN(Cc4cccs4)C(=O)C13)O2 (stereo unspecified)
 : 1, -3, -7, 0, 1, 0, 0.1, -4, 10
Cc1ccc(OCc2nnc(SCC(=O)NCc3ccccc3)n2C)cc1
 : 15, -1, 23, -1, -1, 2, 0.2, -13, 9
COc1ccccc1C(=O)NCCN1CCN(c2ccccc2)CC1
 : 5, 0, 6, 8, 0, 1, 0.8, -3, -8
C(=N\Nc1nc2ccccc2s1)/c1ccco1
 : 19, 3, 7, -1, 7, 7, 0.3, 0, -2
O=C(CCn1ccc([N+](=O)[O-])n1)NC1CCCCCC1
 : 7, -2, -1, 4, 0, -2, -0.2, -1, 5
